High-throughput results deposited in PubChem BioAssay by National Center for Advancing Translational Sciences (NCATS).
ELG1 repair inh: qHTS screen for small molecules that inhibit ELG1-dependent DNA repair in human embryonic kidney (HEK293T) cells expressing luciferase-tagged ELG1; actives 2.3% (n = 330,000); HEK293T ELG1-luciferase reporter, luminescence, 16 h; DNA damage induced by 5-fluorouridine; Potency, µM (doses to about 46.1 µM), for inactives: top-dose activity change, negative = inhibition, actives largely listed as inhibitors; further: potency means the concentration at half of the fitted maximal effect; on the % scale 0 is the no-effect control and ±100 the full control effect; nearly all actives have a fitted effect of over 55% in size
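In this reporter screen, reduction of luminescence relative to DMSO vehicle indicated activity. Compounds and 5-fluorouridine were added together to 2,000 cells per well, incubated for 16 hr at 37 °C, then developed with ONE-Glo.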
BRCA1 expr up: qHTS Assay to Identify Small Molecule Activators of BRCA1 Expression. MCF7-BRCA1-FFLuc reporter, luminescence, 48 h; response scale: scaled: vehicle 0%, 10 µM genistein 100%. Potency, µM (top dose mostly 46.1 µM), for inactives: at the highest dose activation, usual class: activators. actives 1.1% (n = 380,000); further: potency means the concentration at half of the fitted maximal effect; nearly all actives have a fitted effect of over 80% in size; some results filed as inactive show a strong effect at the top dose
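MCF7-BRCA1-FFLuc, 2000 cells/well; 2 h attach, 37 °C/5% CO2; compound 48 h; luciferase substrate 15 min; luminescence end-point. Norm. to genistein 10 microM max activation and DMSO; concentration-response curves fitted.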
TRPV1 ag: HTS Assay for Compounds that Act as Agonists of the Vanilloid Receptor 1. TRPV1-expressing cells, Fluo-8 calcium influx, agonist mode. activation, % at 8.33 µM. actives 0.19% (n = 320,000). AID 540275, 2011; in the data active means activation above about 80%; inconclusive means between about 30% and that limit; further: 0% is about no effect
Target sequence (Q8NER1 whole entry, looked up): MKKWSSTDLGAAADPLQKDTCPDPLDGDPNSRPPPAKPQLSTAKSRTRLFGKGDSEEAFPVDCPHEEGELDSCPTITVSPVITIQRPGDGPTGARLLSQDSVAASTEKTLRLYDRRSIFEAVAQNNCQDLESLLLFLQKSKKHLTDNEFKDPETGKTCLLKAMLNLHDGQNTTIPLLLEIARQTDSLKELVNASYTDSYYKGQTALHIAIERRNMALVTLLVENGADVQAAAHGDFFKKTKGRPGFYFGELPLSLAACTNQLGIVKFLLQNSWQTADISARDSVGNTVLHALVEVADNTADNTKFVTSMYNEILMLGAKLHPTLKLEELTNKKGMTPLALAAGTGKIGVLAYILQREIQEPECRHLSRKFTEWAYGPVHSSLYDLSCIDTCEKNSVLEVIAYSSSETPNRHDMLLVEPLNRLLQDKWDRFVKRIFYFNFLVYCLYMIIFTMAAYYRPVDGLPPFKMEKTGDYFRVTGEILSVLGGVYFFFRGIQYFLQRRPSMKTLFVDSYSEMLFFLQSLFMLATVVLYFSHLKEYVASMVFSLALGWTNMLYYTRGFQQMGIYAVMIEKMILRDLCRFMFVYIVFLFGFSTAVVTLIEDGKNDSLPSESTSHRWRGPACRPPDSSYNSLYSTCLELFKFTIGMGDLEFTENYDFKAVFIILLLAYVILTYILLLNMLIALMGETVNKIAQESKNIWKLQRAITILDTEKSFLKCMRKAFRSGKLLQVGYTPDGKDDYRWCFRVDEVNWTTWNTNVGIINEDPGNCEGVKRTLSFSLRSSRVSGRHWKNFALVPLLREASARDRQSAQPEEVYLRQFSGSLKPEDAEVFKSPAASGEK
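Cells expressing TRPV1 were dye-loaded with Fluo-8 and read kinetically: 10 s baseline, 3 min after compound (agonist portion), then 2 min after EC20 capsaicin (allosteric enhancer portion). Calcium-bound dye fluorescence at 480/520 nm.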
p53 reactivator: qHTS assay for re-activators of p53 using a Luc reporter; H1299 p53-A138V BP100-luciferase reporter, luminescence, 24 h; Potency, µM (series often up to 92.2 µM), without a hit: at the top dose activity change, positive = activation, usual class: activators; actives 0.063% (n = 320,000); further: potency means the concentration at half of the fitted maximal effect; % of control where 0% means no effect; nearly all actives have a fitted effect of over 45% in size
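H1299 (p53-null), stable ts p53-A138V + BP100-Luc; 1000 cells/well, Opti-MEM/10% FBS; cpd 4 pt, 1:5; 24 h, 37 deg C, 5% CO2; detection reagent 10 min RT; luminescence.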
AT treatment: qHTS Assay for Identifying a Potential Treatment of Ataxia-Telangiectasia | […] A-T fibroblasts, KAP-1 phosphorylation AlphaLISA; neocarzinostatin DNA damage 30 min before lysis | Potency, µM (doses to about 57.5 µM), inactives show at the top dose activation, hits mostly activators | actives 0.19% (n = 320,000) | AID 485349, 2010; further: potency means the concentration at half of the fitted maximal effect; % of control where 0% means no effect; nearly all actives have a fitted effect of over 45% in size
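ATM-like activity read as KAP-1 phosphorylation via AlphaLISA donor/acceptor antibody pairs after lysis and 6 hr at 25C. Cells were ATM-null patient fibroblasts ([…], hTERT), dosed 60 min, then exposed to the DSB inducer NCS for 30 min.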
TCR activator: Activators of T cell receptors: qHTS campaign; primary human leukocytes, anti-CD3, IL-2 HTRF, 48 h; Potency, µM (highest dose often 9.22 µM), for inactives: top-dose activation of IL-2 secretion, hits mostly activators; 330,000 tested, under 10 active; AID 504894, 2011; further: % of control where 0% means no effect
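48 hr co-incubation of compounds, a-CD3 beads and primary human leukocytes; IL-2 quantified homogeneously by HTRF with anti-IL-2 K and d2 conjugates.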
MLL CXXC-DNA inh: qHTS Fluorescence Polarization Assay for Inhibitors of MLL CXXC domain - DNA interaction | Histone-lysine N-methyltransferase 2A (Homo sapiens), Q03164 | MLL-CXXC / FITC-HOXA9 DNA fluorescence polarization | Potency, µM (doses to about 115 µM), for the others: at the top dose activity change, negative = inhibition, usual class: inhibitors | actives 0.037% (n = 290,000) | AID 2662, 2010; active means well fitted inhibition curve with a large enough effect in the polarisation, with a control signal flat, not every such curve was filed as active; inconclusive means small, poorly fitted or top-dose-only effect, or effect the other way, or a change in a side signal; inactive means no such curve, though single readings can be large or run the other way; the % refers to the polarisation; further: potency means the concentration at half of the fitted maximal effect
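Purified MLL-CXXC (added from a 7 uM solution) was preincubated 5 min at ambient with pinned compounds in 50 mM Tris-HCl pH 7.5, 50 mM NaCl, 1 mM DTT, 0.05% BSA. Fluorescein-labeled HOX-A9 DNA (50 nM solution) followed, 30 min, then polarization read.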
Integrin act MD: qHTS for Activators of Integrin-Mediated Alleviation for Muscular Dystrophy. alpha7betagal myoblasts, beta-gal FDG fluorescence, 48 h. Potency, µM (titrated, usually from 38.3 µM), for the others: top-dose activation, hits mostly activators. actives 0.064% (n = 350,000);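 further: potency means the concentration at half of the fitted maximal effect; 100% = response of the positive control SU9516; nearly all actives have a fitted effect of over 60% in size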
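alpha7betagal+/- myoblasts (passage 13, 250/well) treated 48 h at 37C with compounds at 1:260 dilution of DMSO stock. Lysed, then beta-galactosidase activity read as FDG fluorescence (ex 480/em 540) after 30 min, with pre-read for autofluorescence.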
TSG101-PTAP inh: qHTS Assay for Iinhibitors of HIV-1 Budding by Blocking the Interaction of PTAP/TSG101. Potency, µM (titrated, usually from 115 µM), without a hit: at the highest dose activity change, negative = inhibition, actives largely listed as inhibitors. 340,000 tested, under 10 active. Fluorescence polarization, FITC-PTAP peptide / Tsg101 binding. Tumor susceptibility gene 101 protein (Homo sapiens), Q99816; active means well fitted inhibition curve with a large enough effect in the main read-out, with a control signal flat, not every such curve was filed as active; inconclusive means small, poorly fitted or top-dose-only effect, or effect the other way, or a change in a side signal; inactive means no such curve, though single readings can be large or run the other way; further: potency means the concentration at half of the fitted maximal effect; % of control where 0% means no effect
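Fluorescence anisotropy tracks displacement of a FITC-tagged PTAP peptide (50 nM) from the Tsg101 binding domain (10 uM), following a 20 min room-temperature incubation at pH 7.5.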
B2AR arrestin: qHTS assay of beta-arrestin-biased ligands of beta2-adrenergic receptor; Beta-2 adrenergic receptor (Homo sapiens), P07550; Potency, µM (highest dose often 46.1 µM), inactives show at the top dose activation, actives largely listed as activators; AID 492947, 2010; actives 0.02% (n = 330,000); beta-arrestin recruitment to beta2AR, cell-based reporter;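 further: potency means the concentration at half of the fitted maximal effect; 0% = DMSO controls and full agonism = EC100 isoproterenol or metaproterenol; nearly all actives have a fitted effect of over 65% in size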
Numbers without * were called inactive; ? = inconclusive; nt = not tested or not shown; [ ] = dose if it differs, or a comment. Unless noted, the call rests on the fitted dose curve; in most records, active means well fitted curve in the direction sought with a large enough effect; inconclusive means small, poorly fitted or top-dose-only effect, or another doubt; inactive means no such curve, though single readings can be large; an effect the other way counts as inactive or inconclusive.

SMILES	ELG1 repair inh	BRCA1 expr up	TRPV1 ag	p53 reactivator	AT treatment	TCR activator	MLL CXXC-DNA inh	Integrin act MD	TSG101-PTAP inh	B2AR arrestin
O=C(NCC1CCCO1)c1onc(CSc2cccc(Cl)c2)c1C(=O)O (centres undefined)	4%	4%	4	3%	7%	10%	4%	-16%	-6%	-0.3%
Cn1c(OCc2cccnc2)nc2c1c(=O)n(Cc1ccc(Cl)cc1)c(=O)n2C	nt	5%[1.84 µM]	nt	nt	nt	3%	nt	-9%	-7%	nt
CCOC(=O)c1oc2ccc(S(=O)(=O)Nc3ccc4c(c3)n(C)c(=O)n4C)cc2c1C	0%	-82%	0	-17%	15%	2%	2%	-63%[inhibitor]	-6%	-0.4%
Cn1c(C(=O)N2CCN(Cc3ccc4c(c3)OCO4)CC2)cc2sccc21	?	-1%	11	6%	3%	nt	9%	3%[7.66 µM]	-1%	-0.6%
CC1CN(c2oc(-c3ccco3)nc2S(=O)(=O)c2ccccc2)CC(C)O1 (centres undefined)	4%	-15%	16	-4%	8%	1%	-5%	-23%	-2%	-0.3%
CS(=O)(=O)N(CCc1ccccc1)CC(=O)Nc1ccc2c(c1)OCO2	nt	-25%	-1	nt	nt	-9%	5%	-17%	-2%	nt
CC(C)Cn1nc(NC(=O)c2cccs2)c2cc3ccccc3nc21	21µM*	-11%	?	4%	32%	-2%	-12%	?	-7%	0.1%
O=C(CC(c1ccco1)C1CCCCC1=O)c1ccccc1 (centres undefined)	0%	14%	6	8%	10%	0%	-5%	-3%	-12%	-0.2%
O=C(CN1C(=O)c2ccccc2S1(=O)=O)c1ccc2c(c1)OCCCO2	1µM*	-19%	0	-14%	-5%	-3%	-8%	-19%	0%	-0.5%
Cc1ccc2nc(-c3cccnc3)cc(C(=O)N3CCN(c4ccc([N+](=O)[O-])cc4)CC3)c2c1	?	-20%	-1	-3%	4%	2%	?	-32%	-2%	-0.2%
CC(C)CN(C(=O)CSc1nn(-c2ccc(Cl)cc2)c(=S)s1)C1CCS(=O)(=O)C1 (centres undefined)	-6%	-44%	-8	-1%	1%	-4%[46.1 µM]	-10%	25%	1%	-0.3%
CNc1nc(=O)n(C2CCCO2)cc1C (centres undefined)	nt	3%	nt	nt	nt	10%	nt	31%	0%	nt
COc1ccc(C2=NN(c3ccccc3)C(c3cn(CCC(=O)O)nc3-c3ccccc3)C2)cc1 (centres undefined)	?	11%	4	-4%	?	4%	1%	-18%	-2%	0.0%
S=C(NC1CCCCCC1)NC1CCCC1	?	-33%	30	4%	-3%	-33%	-3%	-1%	1%	-0.1%
CCCCCC(=O)Nc1cc(S(=O)(=O)N2CCOCC2)ccc1Oc1ccc(OCC)cc1	?	-4%	-2	1%	0%	-4%	nt	20%	-2%	0.2%
Cc1cc(C)c2nc(NC3=NCN(CCN4CCOCC4)CN3)nc(C)c2c1	22%	nt	-2	5%	-14%	nt	1%	nt	nt	0.5%
CCCOc1ccc(N2C(=O)CC(N(Cc3ccco3)C(=O)CCC(=O)O)C2=O)cc1 (centres undefined)	4%	10%	nt	-1%	2%	-5%	-3%	-26%	1%	-1.0%
C/C=C/C=N/Nc1nc(-c2ccc([N+](=O)[O-])cc2)cs1	0%	19%	-3	1%	3%	1%[46.1 µM]	5%	21%	-1%	-0.4%
Cc1ccc2cn[nH]c2c1NC(=S)NC(=O)c1ccccc1	0%	-17%	nt	2%	-9%	-3%	-6%	-31%	-1%	-0.2%
Cc1cc(N2CCC(C(=O)N3CCN(c4cccc(C)c4C)CC3)CC2)n2ncnc2n1	21µM*	-61%	?	-1%	-5%	nt	3%	-31%	1%	-0.6%
COc1cc2c(cc1NC(=O)CN1C(=O)NC3(CCc4ccccc43)C1=O)oc1ccccc12 (centres undefined)	?	-96%[inhibitor]	0	-8%	9%	4%	9%	-43%	-1%	0.4%
CCCOc1ccc(Cc2nn[nH]n2)cc1	2%	11%	1	0%	-6%	-2%	0%	13%	-3%	-0.3%
CN(CCc1ccccn1)C(=S)Nc1cccc(S(=O)(=O)N(C)C)c1	-5%	3%	0	-1%	-4%	-48%	1%	-15%	0%	0.0%
NC(=O)c1c(NC(=O)C2CCCO2)sc2c1CCCCC2 (centres undefined)	?	?	1	?	-5%	-5%[46.1 µM]	5%	-20%	-5%	-0.4%
CCOc1ccc(/C=N/Nc2nc(N3CCCC3)nc(N3CCCC3)n2)cc1OC	?	-22%	18	0%	-1%	11%	-6%	28%	-6%	-1.0%
O=C(c1ccco1)N1CCN(c2nc(C3CC3)nc3sc4c(c23)CCCC4)CC1	?	-32%	?	10%	19%	-9%	-1%	-22%	-7%	-0.6%
CN(C(=O)c1cc2c(s1)-c1ccccc1S(=O)(=O)C2)c1ccccc1	-24%	0%	18	3%	-11%	1%	-10%	43%	-3%	-0.6%
COc1ccc(C(C(=O)NC(C)(C)C)N(CCO)C(=O)CCC(=O)Nc2cc(C)on2)cc1 (centres undefined)	18%	-3%	-3	-4%	11%	4%	-8%	?	0%	0.0%
O=C(COC(=O)c1cnccn1)c1ccc(Br)cc1	6%	-20%	4	5%	1%	3%	18%	-2%	-8%	0.2%
NC(=O)C1CCN(C(=O)COc2ccc3c4c(c(=O)oc3c2)CCC4)CC1	?	-19%	-4	14%	5%	-3%	17%	1%	2%	-0.6%
CCN(CC)CCn1c(NCc2ccco2)nc2ccccc21	-14%	-11%	1	0%	-1%	-7%	-18%	-25%	-2%	-0.8%
CCC(C)N(C(=O)COc1ccc(Cl)c2cccnc12)C1CCS(=O)(=O)C1 (centres undefined)	21%	-2%	0	-4%	8%	4%	nt	4%	-5%	0.3%
COc1cc(C(=O)N2CCN(S(=O)(=O)c3ccc(C(C)C)cc3)CC2)ccc1OCC(=O)N1CCOCC1	nt	-3%	nt	nt	nt	3%	nt	-27%	-1%	nt
CC(C)NC(=O)N(C)C[C@H]1Oc2ccc(NS(=O)(=O)c3cn(C)cn3)cc2C(=O)N([C@H](C)CO)C[C@@H]1C	15%	6%	nt	2%	0%	-15%	nt	5%	-3%	-0.2%
O=C(CSc1nnc(-c2ccco2)n1Cc1ccco1)N1CCOCC1	14%	1%	14	-1%	17%	6%	10%	18%[7.66 µM]	-7%	-0.5%
COc1cc(-c2ccc3c(=O)c4ccccc4n(C)c3c2)cc(OC)c1OC	?	-6%	-2	?	6%	0%	0%	-26%	-9%	0.0%
O=C(O)C(Oc1ccc2cc(-c3ccc(Cl)cc3)c(=O)oc2c1)c1ccccc1 (centres undefined)	-1%	0%	3	?	1%	5%	?	13%	-6%	0.4%

Four entries out of the list above, sorted by the number in BRCA1 expr up, high to low:
| molecule | BRCA1 expr up |
| --- | --- |
| CCCOc1ccc(Cc2nn[nH]n2)cc1 | 11% |
| CC(C)NC(=O)N(C)C[C@H]1Oc2ccc(NS(=O)(=O)c3cn(C)cn3)cc2C(=O)N([C@H](C)CO)C[C@@H]1C | 6% |
| CN(C(=O)c1cc2c(s1)-c1ccccc1S(=O)(=O)C2)c1ccccc1 | 0% |
| CCOc1ccc(/C=N/Nc2nc(N3CCCC3)nc(N3CCCC3)n2)cc1OC | -22% |

Gathered by group: those above with two or more sulfur atoms.
SMILES	ELG1 repair inh	BRCA1 expr up	TRPV1 ag	p53 reactivator	AT treatment	TCR activator	MLL CXXC-DNA inh	Integrin act MD	TSG101-PTAP inh	B2AR arrestin
CC(C)CN(C(=O)CSc1nn(-c2ccc(Cl)cc2)c(=S)s1)C1CCS(=O)(=O)C1 (centres undefined)	-6%	-44%	-8	-1%	1%	-4%[46.1 µM]	-10%	25%	1%	-0.3%
CN(CCc1ccccn1)C(=S)Nc1cccc(S(=O)(=O)N(C)C)c1	-5%	3%	0	-1%	-4%	-48%	1%	-15%	0%	0.0%
CN(C(=O)c1cc2c(s1)-c1ccccc1S(=O)(=O)C2)c1ccccc1	-24%	0%	18	3%	-11%	1%	-10%	43%	-3%	-0.6%
